Screening results as filed in PubChem.
Pf growth 96h – Primary qHTS for delayed death inhibitors of the malarial parasite plastid, 96 hour incubation; P. falciparum luciferase reporter growth, 96 h; Potency, µM (top dose mostly 28.7 µM), inactives show at the top dose activity change, negative = inhibition, usual class: inhibitors; actives 6.9% (n = 320,000); note: potency is the fitted concentration of half-maximal effect; % is set by controls: 0 for no effect and ±100 for the full control effect
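Compounds incubated with erythrocytes infected by luciferase-expressing P. falciparum (2% hematocrit, 0.05% parasitemia final) for 96 hours, 37 C in 5% CO2. Growth inhibition scored as decreased luciferase luminescence.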
Tb PYK inh – qHTS of Trypanosoma Brucei Inhibitors; pyruvate kinase (Trypanosoma brucei), Q57TT1; TbPYK enzyme, Kinase-Glo Plus ATP luminescence, 45 min; Potency, µM (series often up to 76.8 µM), without a hit: at the highest dose activity, negative = inhibition, most hits filed as inhibitors; actives 0.12% (n = 410,000); AID 624173, 2012; note: potency is the fitted concentration of half-maximal effect; % is set by controls: 0 for no effect and ±100 for the full control effect; nearly all actives have a fitted effect of over 50% in size
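Enzyme and substrate buffer are dispensed first and compound is pin-transferred. ADP at 130 uM final then starts the reaction, which runs 45 min at room temperature. Detection reagent is added for 10 min before luminescence is imaged.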
Cycloheximide cs – Cycloheximide Counterscreen for Small Molecule Inhibitors of Shiga Toxin; actives 12% (n = 300,000); cell reporter, cycloheximide protein synthesis inhibition counterscreen; AID 2314, 2010; max response, %; in the data active = max response mostly above about 13%, no sharp cut-off; inactive = mostly below about 14%; note: read at 38.3 µM for the half of the compounds with a filed dose; 0% is about no effect
AmpC no deterg – qHTS Inhibitors of AmpC Beta-Lactamase (assay without detergent). Potency, µM (titrated, usually from 57.1 µM), without a hit: at the highest dose activity change, negative = inhibition, usual class: inhibitors. AmpC nitrocefin hydrolysis, absorbance 480 nm, 0.0001% Triton. P00811. actives 0.52% (n = 330,000);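 note: potency is the fitted concentration of half-maximal effect; plate controls were no compound for no effect and no enzyme for full effect; nearly all actives have a fitted effect of over 20% in size; some results filed as inactive show a strong effect at the top dose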
Target sequence (P00811 whole entry, looked up): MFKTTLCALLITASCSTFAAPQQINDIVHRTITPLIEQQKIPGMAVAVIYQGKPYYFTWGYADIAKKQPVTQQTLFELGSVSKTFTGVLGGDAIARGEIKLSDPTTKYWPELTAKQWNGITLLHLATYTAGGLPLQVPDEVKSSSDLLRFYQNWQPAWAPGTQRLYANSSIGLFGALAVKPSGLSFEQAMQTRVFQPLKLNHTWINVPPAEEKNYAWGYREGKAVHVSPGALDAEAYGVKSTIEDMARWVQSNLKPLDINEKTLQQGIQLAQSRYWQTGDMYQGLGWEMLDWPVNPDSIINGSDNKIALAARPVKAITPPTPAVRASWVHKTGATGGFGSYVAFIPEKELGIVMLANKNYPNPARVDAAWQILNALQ
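AmpC (5.3 nM in the dispensed reagent) in 20 mM phosphate pH 7.0 with 0.01% (detergent screen) or 0.0001% Triton X-100 was preincubated with compounds for 15 min at room temperature. Nitrocefin was then added from an 800 uM solution, and hydrolysis was followed at 480 nm.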
Pf growth 48h – Primary qHTS for delayed death inhibitors of the malarial parasite plastid, 48 hour incubation. P. falciparum luciferase growth in erythrocytes, 48 h. Potency, µM (highest dose often 28.7 µM), for the others: top-dose activity change, negative = inhibition, most hits filed as inhibitors. actives 5.9% (n = 310,000); note: potency is the fitted concentration of half-maximal effect; % is set by controls: 0 for no effect and ±100 for the full control effect
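Compounds are pin-transferred into medium, infected erythrocytes (2% hematocrit, 0.1% parasitemia final) are added, and plates sit one parasite generation at 37 C in 5% CO2. Detection reagent is then added and luminescence measured.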
LmPK inhibitor – qHTS Assay for Inhibitors of Leishmania Mexicana Pyruvate Kinase (LmPK); Potency, µM (series often up to 57.5 µM), inactives show at the highest dose activity change, negative = inhibition, usual class: inhibitors; actives 0.37% (n = 290,000); AID 1721, 2009; purified LmPK, Kinase-Glo ATP luminescence, 1 h; note: potency is the fitted concentration of half-maximal effect; % is set by controls: 0 for no effect and ±100 for the full control effect
Target sequence (Q27686 whole entry, looked up): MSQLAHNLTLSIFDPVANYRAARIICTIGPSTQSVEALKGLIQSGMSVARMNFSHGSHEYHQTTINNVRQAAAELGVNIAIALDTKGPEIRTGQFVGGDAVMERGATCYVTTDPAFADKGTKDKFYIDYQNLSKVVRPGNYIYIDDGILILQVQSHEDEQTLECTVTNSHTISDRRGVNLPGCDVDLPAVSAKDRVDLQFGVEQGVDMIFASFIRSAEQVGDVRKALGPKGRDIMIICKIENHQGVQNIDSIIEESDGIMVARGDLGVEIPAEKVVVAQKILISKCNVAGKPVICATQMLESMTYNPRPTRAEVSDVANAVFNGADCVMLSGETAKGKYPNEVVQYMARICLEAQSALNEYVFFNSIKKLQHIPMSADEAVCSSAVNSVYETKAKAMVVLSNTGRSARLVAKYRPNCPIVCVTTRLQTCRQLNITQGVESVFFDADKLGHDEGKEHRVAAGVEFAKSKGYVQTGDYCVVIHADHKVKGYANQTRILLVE
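Purified LmPK (0.1 nM) with 0.5 mM PEP and 0.1 mM ADP in imidazole buffer pH 7.2 with MgCl2/KCl, 1 h at room temperature. ATP formed was read by luciferase luminescence and normalized to no-enzyme and uninhibited controls.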
Shiga toxin inh – A qHTS for Small Molecule Inhibitors of Shiga Toxin | Vero cells, Shiga toxin protein synthesis inhibition reporter | inhibition, % at 38.7 µM | actives 9.2% (n = 290,000); in the data active = inhibition mostly above about 28%, no sharp cut-off; inactive = mostly below about 43%; note: 0% is about no effect
* = called active by the depositor; i = inactive; ? = inconclusive; / = no result given; & = joins results of further samples; [ ] = remark or other dose. Unless noted, calls come from the whole dose curve; as a rule, active = well fitted curve in the direction sought with a large enough effect; inconclusive = small, poorly fitted or top-dose-only effect, or another doubt; inactive = no such curve, though single readings can be large; an effect the other way counts as inactive or inconclusive.

cpd	structure	Pf growth 96h	Tb PYK inh	Cycloheximide cs	AmpC no deterg
1	CCOc1ccc(NC(=O)CCn2nc(C)c(S(=O)(=O)N3CCCCC3)c2C)cc1	0%	-2%&4%	-2	79%[activator]
2	Cc1n[nH]c(C)c1S(=O)(=O)N1CCN(S(=O)(=O)c2cccc(F)c2)CC1	6%	4%	/	4%
3	Cc1c(C2N3CC4(C)CN2CC(C)(C3)C4=O)c2ccccc2n1C (stereo not drawn)	?	/	-1	-10%
4	COc1ccc2c(c1)[nH]c1c(=O)n(Cc3ccco3)cnc12	42%[activator]	17%	13*	-11%
5	CC(C)c1ccc(/C=N/n2nnnc2Nc2ccccc2)cc1	/	-1%	-2	-19%
6	C/C(N)=C(/C#N)C(=O)CSc1nc2ccccc2c(=O)n1Cc1ccc(C)cc1	?	-3%	9	?
7	Cc1c(C(=O)OCC(C)C)[nH]c2c1C(=O)CC(c1ccco1)C2 (stereo not drawn)	0%	-8%	10	-22%
8	COc1ccccc1CNC(=O)c1ccccc1SCC(=O)NCc1ccco1	33%[activator]	-2%	/	-21%
9	O=C(N1CCC(n2nc(-c3ccccc3)oc2=O)CC1)C1(c2ccccc2)CC1	104%[activator]	1%	1	100%[activator]
10	Cc1cccc(C)c1OCC(=O)N/N=C/c1ccncc1	37%[activator]	5%	-4	-28%
11	CN(CC(=O)Nc1ccccc1Cl)C(=O)COC(=O)Cc1ccc(F)cc1	41%[activator]	0%	-2	35%
12	O=C(CSCc1ccc(Cl)cc1)Nc1ccc2c(c1)OCO2	12µM*	-8%	-1	-18%
13	Cc1cc2[nH]c(=O)c3ccccc3n2n1	44%[activator]	-2%	-3	-14%
14	CN(C)N1C(N)=C(C#N)C(c2cccc([N+](=O)[O-])c2)C2=C1CC(C)(C)CC2=O (stereo not drawn)	15%	-4%	-10	-3%
15	CCC(C)(C)NC(=O)CN(Cc1ccc(OC)cc1)C(=O)CCC(=O)Nc1nccs1	-3%	10%	-2	38%

cpd	Pf growth 48h	LmPK inhibitor	Shiga toxin inh
1	-5%	8%	-21
2	-1%	/	/
3	19%	11%	29
4	26%	5%	39
5	7%	5%	-16
6	?	9%	13
7	12µM*	-1%	18
8	-10%	/	/
9	13%	9%	-5
10	-6%	-1%	-11
11	35%[activator]	2%	7
12	-18%	4%	28
13	15%	-2%	-12
14	?	0%	9
15	-15%	-4%	-8

(next part)
cpd	structure	Pf growth 96h	Tb PYK inh	Cycloheximide cs	AmpC no deterg
16	COC(=O)Cc1ccc(NC(=S)N2CCCC(C)C2)cc1 (stereo not drawn)	66%[activator]	2%	41*	-27%
17	CCC(C)(C)NC(=O)c1ccc2c(c1)N(CC(=O)N1CCCC1)C(=O)C(C)(C)O2	-33%	-10%	2	1%
18	CCC1CC2(C)NC(=O)c3c(sc4c3CC(C)(C)OC4)N2C1=O (stereo not drawn)	-4%	-27%	-2	-12%
19	COc1ccc(S(=O)(=O)N(C)CC(=O)NCCc2ccccc2)cc1OC	15µM*	6%	-2	14%
20	CCOC(=O)c1ccc(Cl)c(NC(=O)c2ccc(-c3ccccc3)cc2)c1	0%	0%	-1	-10%
21	COc1ccc(CN2C(=O)c3cccnc3C2Nc2cc(Cl)c(OC)cc2OC)cc1 (stereo not drawn)	23%	7%	-5	78%[activator]
22	COc1ccc(-c2c(C#N)sc(C(N)=O)c2-c2ccc(OC)cc2)cc1	?	13%	-3	-22%
23	CCN(C(=O)CN1CCCCC1)C1(C)C(=O)c2ccccc2C1=O	?	0%	6	-37%
24	COc1ccc(NS(=O)(=O)c2cc(NC(=O)c3cccnc3Cl)ccc2N2CCCC2)cc1	?	-3%	-3	36%
25	CC1(C)CC(=O)C2=C(C1)OC(N)=C(C#N)C2C1C=CCCC1 (stereo not drawn)	-5%	2%	-6	-4%
26	Cc1ccc(S(=O)(=O)NCCCC(=O)N2CCC(C)CC2)cc1	-8%	-6%	-1	0%
27	Cn1ncc2c(NNC(=O)c3ccc(Cl)cc3Cl)ncnc21	22%	-13%	1	-13%
28	O=C(NCc1ccco1)c1cccc2c1C(=O)N(C1CCCCC1)C2	44%[activator]	2%	9	-7%
29	CN(C)C(=O)C(=O)c1cccn1-c1cccc(Cl)c1C#N	19%	-21%	-1	-16%
30	CCN1C(=O)[C@H]2[C@@H](c3ccc(-c4ccccc4)cc3)N[C@@](C)(C(=O)OC)[C@H]2C1=O	?	-7%	/	180%[activator]

cpd	Pf growth 48h	LmPK inhibitor	Shiga toxin inh
16	58%[activator]	10%	11
17	?	-1%	/
18	33%[activator]	2%	-3
19	?	9%	-16
20	32%[activator]	3%	-23
21	?	-1%	-19
22	?	-2%	-4
23	20%	-5%	-4
24	?	1%	-6
25	?	2%	22
26	-1%	6%	/
27	33%[activator]	5%	-14
28	-5%	1%	-3
29	2%	3%	18
30	9.3µM*	/	/

Other structures:
cpd	structure	Pf growth 96h	Tb PYK inh	Cycloheximide cs	AmpC no deterg
31	Cc1ccc(-c2nnn(CC(=O)N(CC(=O)NC3CCCC3)c3cccc(F)c3)n2)o1	3%	-1%	-5	-15%
32	COc1ccccc1[C@@H]1C(c2ccccc2)=NN(c2ccccc2)[C@H]1C(=O)N1CCOC1=O	/	0%	3	23%
33	COc1cc2c3nc4n(c(=O)c3n(CC(=O)NCC3CCCO3)c2cc1OC)CCS4 (stereo not drawn)	1%	0%	4	0%
34	Nc1ccc(/C=C/C(=O)c2cccs2)cc1	35%	-3%	40*	-23%
35	CCN(Cc1ccccc1)c1ccc(N=Nc2nn(C)c(C)c2[N+](=O)[O-])cc1	?	3%	17*	29%
36	CC1=C(C(=O)Nc2ccccn2)C(c2cccnc2)n2nnnc2N1 (stereo not drawn)	?	-15%	-1	-8%
37	CC(=O)c1ccc(N2CCN(c3ccc(S(=O)(=O)NCCCN(C)C)cc3[N+](=O)[O-])CC2)cc1	13µM*	3%	0	109%[activator]
38	O=c1cc(-c2ccc(Cl)c(Cl)c2)[nH][nH]1	14%	5%	4	/
39	CC(C)CCNC(=O)C1CCC(CNc2c(N3CCC(C)CC3)c(=O)c2=O)CC1 (stereo not drawn)	-16%	-3%	1	33%
40	COc1cc(C(=O)NC(=S)Nc2csc(-c3ccc(F)cc3)n2)cc(OC)c1OC	6%	0%	-2	-28%
41	Cc1ccc(N2C(=O)C3C4C=CC(CC4)C3C2=O)cc1Br (stereo not drawn)	39%[activator]	0%	1	-13%
42	COc1ccc(-c2csc(NC(=O)c3ccc(S(=O)(=O)N4CCc5ccccc5C4)cc3)n2)cc1	?	-3%	0	8.9µM*
43	COc1ccc(C(=O)CNc2ccccc2Br)cc1	?	10%	41*	-19%
44	Cc1cccc(OCC(=O)Nc2ccc3c(c2)nc2n3CCOC2)c1	20%	-2%	17	-1%
45	CC(=O)c1cccc(Nc2c3c(nc4ccccc24)CCC3)c1	0%	0%	-2	-20%

cpd	Pf growth 48h	LmPK inhibitor	Shiga toxin inh
31	4%	0%	-3
32	/	/	5
33	1%	2%	-7
34	321%[activator]	?	68*
35	1.7µM*	-7%	24
36	38%[activator]	0%	29
37	?	3%	20
38	-5%	-1%	6
39	?	10%	-2
40	6%	4%	-6
41	0%	1%	/
42	23%	1%	-13
43	33%[activator]	-2%	74*
44	-15%	-4%	23
45	?	-5%	13

Record cards, as listed above.
Results for `COc1ccc(C(=O)CNc2ccccc2Br)cc1` = Pf growth 96h: ?; Tb PYK inh: 10%; Cycloheximide cs: 41*; AmpC no deterg: -19%; Pf growth 48h: 33%[activator]; LmPK inhibitor: -2%; Shiga toxin inh: 74*
Results for `CC(=O)c1cccc(Nc2c3c(nc4ccccc24)CCC3)c1` = Pf growth 96h: 0%; Tb PYK inh: 0%; Cycloheximide cs: -2; AmpC no deterg: -20%; Pf growth 48h: ?; LmPK inhibitor: -5%; Shiga toxin inh: 13

The list goes on:
cpd	structure	Pf growth 96h	Tb PYK inh	Cycloheximide cs	AmpC no deterg
46	O=C(c1ccccc1)c1ccc2c(c1)OCCCO2	i	-5%	55*	-21%
47	CC(C)C(NC(=O)c1ccccc1NC(=O)c1ccccc1)C(=O)NNC(=O)c1ccncc1 (stereo not drawn)	?	1%	1	25%
48	CCCc1nnc(SCC(=O)N2CCCCC2C)n1CC (stereo not drawn)	?	2%	-4	-15%
49	CCN1CCCC1CN(Cc1cc2cc(C)cc(C)c2[nH]c1=O)C(=O)Nc1ccccc1OC (stereo not drawn)	34%[activator]	-11%	0	116%[activator]
50	NNC(=O)c1ccc2c(c1)S(=O)(=O)NNC2=O	30%[activator]	-26%	7	-11%
51	c1ccc(-c2ccccc2OCCN2CCCCC2)cc1	?	28%	-2	-8%
52	CCCN(CCC(=O)Nc1ccccc1F)CC1CC1	15%	2%	0	-26%
53	Cc1cc(C)cc(OCCNC(=O)CCc2ccccc2)c1	?	3%	-2	4%
54	COC(CN(C(=O)CCl)C(C(=O)NC1CCCCC1)c1ccc(Cl)cc1)OC (stereo not drawn)	2.9µM*	3%	-3	-29%

cpd	Pf growth 48h	LmPK inhibitor	Shiga toxin inh
46	348%[activator]	-21%	93*
47	?	1%	-4
48	32%[activator]	-2%	-11
49	9.3µM*	-3%	-1
50	?	-3%	-6
51	4%	-6%	-6
52	14%	11%	-10
53	7%	-2%	/
54	?	-2%	-9

Among those listed so far, 3 contain two or more sulfur atoms:
cpd	structure	Pf growth 96h	Tb PYK inh	Cycloheximide cs	AmpC no deterg
2	Cc1n[nH]c(C)c1S(=O)(=O)N1CCN(S(=O)(=O)c2cccc(F)c2)CC1	6%	4%	/	4%
40	COc1cc(C(=O)NC(=S)Nc2csc(-c3ccc(F)cc3)n2)cc(OC)c1OC	6%	0%	-2	-28%
42	COc1ccc(-c2csc(NC(=O)c3ccc(S(=O)(=O)N4CCc5ccccc5C4)cc3)n2)cc1	?	-3%	0	8.9µM*

cpd	Pf growth 48h	LmPK inhibitor	Shiga toxin inh
2	-1%	/	/
40	6%	4%	-6
42	23%	1%	-13
